# Bioassay records (PubChem BioAssay)
# MCF10A rereplic = DNA re-replication induction in MCF 10a cells. 350,000 tested, 2.9% active. MCF 10A DNA re-replication, Hoechst nuclear intensity, 48 h. Potency, µM (top dose mostly 46.1 µM), without a hit: top-dose activity, positive = re-replication, hits mostly activators; also: potency is read from the fitted curve at half-maximal effect; % of control where 0% means no effect; nearly all actives have a fitted effect of over 50% in size
# ATXN2 expr inh = inhibitors of ATXN2 expression. 360,000 tested, 0.72% active. Potency, µM (titrated, usually from 57 µM), without a hit: at the highest dose activity change, negative = inhibition, usual class: inhibitors. HEK-293 ATXN2-luciferase reporter, luminescence, 24 h; also: potency is read from the fitted curve at half-maximal effect; % is scaled to controls: 0 for no effect and ±100 for the full control effect; nearly all actives have a fitted effect of over 55% in size
#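 qHTS (up to 57 uM final) was run with 24 h compound exposure of reporter cells at 37 °C. Each well was multiplexed: SteadyGlo luminescence measured ATXN2-luciferase expression after a fluorogenic Gly-Phe-AFC viability readout (25 uM final).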
# Nrf2 ARE act = activates Nrf2 signaling. AREc32 ARE-luciferase reporter (MCF7-derived line), luminescence, 24 h. Potency, µM (highest dose often 46.1 µM), inactives show at the top dose activation, hits mostly activators. 410,000 tested, 0.31% active; also: potency is read from the fitted curve at half-maximal effect; % of control where 0% means no effect; nearly all actives have a fitted effect of over 65% in size
#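 Cells of the AREc32 ARE-luciferase line are plated in OPTI-MEM containing 5% FBS and left overnight at 37 deg C. Compounds are pinned in, incubation continues 24 hr, and firefly luciferase signal is then measured.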
# A549 viability = counter-screen for Nrf2 inhibitors: cytotoxicity in A549 cells; A549 ARE-Fluc cells, CellTiter-Fluor viability, 18-24 h; 390,000 tested, 0.16% active; Potency, µM (top dose mostly 46 µM), without a hit: at the highest dose activity change, negative = cytotoxicity, hits mostly inhibitors; also: potency is read from the fitted curve at half-maximal effect; % is scaled to controls: 0 for no effect and ±100 for the full control effect
#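 A549 ARE_Fluc cells in 5% FBS OPTI-MEM were exposed to compounds in concentration-response for 18-24 h at 37 deg C. Viability was read by CellTiter-Fluor fluorescence (Ex 405/Em 525) after 30 min, before the luciferase read.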
# Nrf2 inh = Nrf2 pathway inhibition; A549 ARE-Fluc reporter, luciferase luminescence, 18-24 h; 360,000 tested, 2.1% active; Potency, µM (titrated, usually from 46 µM), inactives show at the highest dose activity change, negative = inhibition, usual class: inhibitors; also: potency is read from the fitted curve at half-maximal effect; % is scaled to controls: 0 for no effect and ±100 for the full control effect; nearly all actives have a fitted effect of over 60% in size
#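 A549 ARE_Fluc cells, 5000/well, 5% FBS OPTI-MEM; compounds in dose-response, 18-24 h at 37 °C/5% CO2; CellTiter-Fluor viability read (Ex 405/Em 525), then BugLite luciferase luminescence = Nrf2 activity.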
# TGFb inhibitor = TGF-b pathway inhibition. HepG2 CAGA-GFP TGF-b/SMAD3 reporter, GFP fluorescence, 18 h; TGF-beta stimulated, 500 pg/mL final. Potency, µM (doses to about 46.1 µM), inactives show top-dose activity, negative = inhibition, usual class: inhibitors. 410,000 tested, 1.2% active. AID 588855; also: potency is read from the fitted curve at half-maximal effect; % is scaled to controls: 0 for no effect and ±100 for the full control effect; nearly all actives have a fitted effect of over 65% in size
#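 HEPG2 CAGA-GFP cells (1000/well, DMEM with 1% FBS) were pre-incubated 2 h at 37 degrees C, given compound by pin tool, then stimulated with TGF-beta at 500 pg/mL final for 18 h before per-cell GFP fluorescence imaging.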
# IL-1B inflam inh = inflammasome signaling inhibition, IL-1 beta readout. 360,000 tested, 4.7% active. activity change, % at 57.5 µM. THP-1 LPS/ATP IL-1B secretion, AlphaLISA, 16 h; hits give low values; in the data active = activity change below about -50%; inconclusive = mostly about -30% to -49%; also: % is scaled to controls: 0 for no effect and ±100 for the full control effect
#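 THP-1 cells pretreated 1 hr with compounds (up to 57.5 uM final), then stimulated with LPS (250 ng/mL final) plus ATP (1.25 mM final); secreted IL-1B measured by AlphaLISA after 16 hr, decreased signal indicating inhibition.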
# ATXN viability = cell viability loss in ATXN counter-screen; Potency, µM (highest dose often 56.7 µM), usual class: cytotoxic; S2 cells (HEK-293 line with an ATXN2-luciferase reporter) viability, CellTiter-Fluor protease fluorescence, 24 h; 400,000 tested, 0.49% active; also: potency is read from the fitted curve at half-maximal effect; nearly all actives have a fitted effect of over 40% in size
# HepG2 viability = kills HepG2 cells in TGF-b inhibitor counter-screen; HepG2 CAGA-GFP viability, ATP luminescence, 18 h; Potency, µM (titrated, usually from 46.1 µM), for inactives: at the highest dose activity change, negative = cytotoxicity, most hits filed as cytotoxic; 410,000 tested, 0.76% active; also: potency is read from the fitted curve at half-maximal effect; some results filed as inactive show a strong effect at the top dose
#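 CellTiter-Glo luminescence gave cytotoxicity after 18 hours at 37 degrees C. The cells were HepG2 CAGA-GFP in 1% FBS DMEM, stimulated with 500 pg/mL TGF-beta after compound addition. %Activity was normalised to no-cell wells (complete cell-killing) and DMSO (no toxicity), and curves were fitted and classified.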
# Numbers without * were called inactive; i = inactive; ? = inconclusive; / = not tested or not shown; [ ] = another dose, or the depositor's remark. Unless noted, calls follow the shape of the dose curve; as a rule, active = well fitted curve in the direction sought with a large enough effect; inconclusive = small, poorly fitted or top-dose-only effect, or another doubt; inactive = no such curve, though single readings can be large; an effect the other way counts as inactive or inconclusive. Compounds were not picked by outcome. About 8.8% of those tested had a hit in this group.
SMILES,MCF10A rereplic,ATXN2 expr inh,Nrf2 ARE act,A549 viability,Nrf2 inh,TGFb inhibitor,IL-1B inflam inh,ATXN viability,HepG2 viability
COc1ccc(OC)c2[nH]c(=O)c(CCNS(=O)(=O)c3ccc(Cl)cc3)cc12,-1%,-19%,-0.4%,1%,/,-2%,-18,i,0%
Clc1ccc2c(c1)C1=C(C(c3ccncc3)O2)C(c2ccc(Br)cc2)n2ncnc2N1 (stereo not given),?,0%,2.1%,-22%,13µM*,4µM*,-28,?,4%
CC1CN(c2nc3ccccc3nc2SCC(=O)Nc2cccc(C(F)(F)F)c2)CC(C)O1 (stereo not given),?,?,0.0%,?,?,16µM*,4,?,-32%
CCCc1cc(=O)[nH]c(SCC(=O)N(C)C2CCS(=O)(=O)C2)n1 (stereo not given),-3%,3%,0.1%,0%,6%,25%,19,i,12%
COc1cc2c(cc1NC(=S)NC(=O)/C=C/c1ccc(OC)c(OC)c1)oc1ccccc12,21%,-30%[11.3 µM],4.7%,2%,13%,12%,23,i,-6%
O=C(CSc1ccc([N+](=O)[O-])cn1)Nc1ccc2c(c1)OCO2,0%,27%,3.4%,1%,-1%,1%,-6,i,-11%
COCC(=O)N(Cc1cc2ccc(C)cc2[nH]c1=O)c1ccc(OC)cc1,-2%,-2%,0.1%,-5%,11%,-9%,-20,i,-3%
O=C(CCc1nnc2n(Cc3ccc(F)cc3)c(=O)c3ccccc3n12)NCCCN1CCOCC1,-6%,8%,-0.4%,13%,-2%,9%,-10,i,-17%
CCCNC(=O)c1c(N)n(-c2cc(OC)cc(OC)c2)c2nc3ccccc3nc12,16µM*,-11%,9.6%,-7%,?,0%,-55*,i,-39%
OC1CCN(c2cc(-c3ccccc3)nc3cc(-c4ccc(F)cc4)nn23)CC1,16%,-2%,0.6%,1%,-9%,-4%,-8,i,-19%
Cc1ccc(C)c(NCCC#N)c1,0%,5%,-0.7%,3%,-2%,-1%,10,i,1%
CNc1nnc(-c2ccncc2)s1,3%,-4%,-0.1%,0%,-11%,-5%,-12,i,11%
COc1cc(OC)cc(-c2nc3nc(C)c(CCC(=O)Nc4ccc(C)cc4)c(C)n3n2)c1,/,-1%,0.5%,0%,1%,9%,/,i,-4%
O=C(CSc1nc(Nc2ccccc2)c2ccccc2n1)c1ccc(Cl)cc1,/,?,1.4%,1%,/,-7%,/,?,-8%
COc1cccc(OCC(Cn2c(C)nc3ccccc32)OC(C)=O)c1 (stereo not given),0%,-28%,0.4%,-12%,?,-1%,-2,i,1%
FC(F)(F)c1cnc2c(-c3ccccc3)n[nH]c2c1,-12%,39%[activator][11.3 µM],8.3%,-1%,1%,-3%,43,i,-1%
CCN(c1ccccc1)S(=O)(=O)c1ccc(Cl)c(C(=O)NCC2CCCO2)c1 (stereo not given),?,-12%,-0.1%,8%,9%,0%,49,i,-2%
Cc1ccc(N2C(=O)Nc3ccccc3S2(=O)=O)cc1Cl,-14%,-3%,-0.1%,-20%,-14%,-14%,?,i,-12%
CCOC(=O)C1=C(C)Nc2ccccc2N=C1NC(=O)c1cccc(S(=O)(=O)N(C)C)c1,4%,2%,-0.8%,-5%,10%,-3%,-2,i,5%
COc1ccc(-c2cc(-c3ccccc3O)[nH]n2)cc1,?,116%[activator],-0.3%,0%,?,10µM*,-6,i,-14%

# Ordered by length of the SMILES (smallest number first): some entries from above
SMILES,MCF10A rereplic,ATXN2 expr inh,Nrf2 ARE act,A549 viability,Nrf2 inh,TGFb inhibitor,IL-1B inflam inh,ATXN viability,HepG2 viability
COc1cccc(OCC(Cn2c(C)nc3ccccc32)OC(C)=O)c1 (stereo not given),0%,-28%,0.4%,-12%,?,-1%,-2,i,1%
CCN(c1ccccc1)S(=O)(=O)c1ccc(Cl)c(C(=O)NCC2CCCO2)c1 (stereo not given),?,-12%,-0.1%,8%,9%,0%,49,i,-2%
Clc1ccc2c(c1)C1=C(C(c3ccncc3)O2)C(c2ccc(Br)cc2)n2ncnc2N1 (stereo not given),?,0%,2.1%,-22%,13µM*,4µM*,-28,?,4%

# Taken from above (three entries):
SMILES,MCF10A rereplic,ATXN2 expr inh,Nrf2 ARE act,A549 viability,Nrf2 inh,TGFb inhibitor,IL-1B inflam inh,ATXN viability,HepG2 viability
COc1ccc(OC)c2[nH]c(=O)c(CCNS(=O)(=O)c3ccc(Cl)cc3)cc12,-1%,-19%,-0.4%,1%,/,-2%,-18,i,0%
Clc1ccc2c(c1)C1=C(C(c3ccncc3)O2)C(c2ccc(Br)cc2)n2ncnc2N1 (stereo not given),?,0%,2.1%,-22%,13µM*,4µM*,-28,?,4%
CC1CN(c2nc3ccccc3nc2SCC(=O)Nc2cccc(C(F)(F)F)c2)CC(C)O1 (stereo not given),?,?,0.0%,?,?,16µM*,4,?,-32%

# Additional structures
SMILES,MCF10A rereplic,ATXN2 expr inh,Nrf2 ARE act,A549 viability,Nrf2 inh,TGFb inhibitor,IL-1B inflam inh,ATXN viability,HepG2 viability
COC(=O)/C(=C\Nc1ccc(Cl)c2ccccc12)c1ncc(C(F)(F)F)cc1Cl,15%,-9%,3.1%,9%,-9%,-21%,9,i,-18%
CC(NC(=O)C1CCN(Cc2ccccc2)CC1)c1cccc2ccccc12 (stereo not given),/,1%,1.1%,/,/,21%,-19,i,-27%
CCOc1cc(C(=O)NCc2nc(-c3cccc(C)c3)no2)cc(OCC)c1OCC,/,/,-1.1%,4%,-15%,-12%,/,/,-13%
CSc1ncnc2c1ncn2CCCNc1ccc(C)c(C)c1,/,-24%,3.2%,/,/,-3%,23,i,-12%
CCN(CC(=O)Nc1ccccc1C(=O)OC)S(=O)(=O)c1ccc(OC)cc1,-1%,1%,0.1%,-10%,/,18%,3,i,3%
CC(C)Oc1ccc(CNC(=O)c2cc(S(=O)(=O)N3CCOCC3)cn2C)cc1,-1%,-10%,-0.2%,2%,-14%,11%,38,i,16%
Fc1cccc2sc(Nc3nc4ccccc4s3)nc12,?,74%[activator],?,12%,?,0%,0,i,-23%
Cc1cccc(OCC(=O)Nc2ccc3c(c2)nc(CCNC(=O)c2ccco2)n3C)c1,/,/,5.3%,-9%,17%,-25%,/,/,0%
CC(=O)C1=C(O)C(=O)N(c2ccc(O)cc2)C1c1ccccc1 (stereo not given),-1%,2%,0.2%,-2%,6%,0%,15,i,12%
COc1ccc(-n2nc3cc(C)c(NC(=O)c4ccc(-c5ccc(Cl)cc5)o4)cc3n2)cc1,/,13%,0.2%,-6%,28%,7%,/,i,-21%
O=C(NCCSc1ccccc1)c1ccco1,-2%,45%[activator],2.0%,-7%,?,4%,0,i,-9%
Oc1ccccc1-c1nc(NCc2ccco2)c2ccccc2n1,?,-28%,?,-16%,-17%,27%,-21,i,-31%
Cc1csc(SCC(=O)c2ccc(S(=O)(=O)N3CCOCC3)cc2)n1,8%,-3%,0.2%,-2%,-7%,?,11,i,-17%
Cc1ccc(C)c(N2CCN(C(=O)CC3Sc4ccccc4NC3=O)CC2)c1 (stereo not given),?,-18%,4.2%,-21%,?,?,-28,i,-24%
CCC(C)NC(=O)CN(c1cc(C)cc(C)c1)S(=O)(=O)c1c(C)[nH]c(=O)[nH]c1=O (stereo not given),-4%,-17%,0.3%,1%,-11%,0%,17,i,-9%
COc1ccc(C(=O)OCC(=O)NC(=O)CCSc2ccccc2)cc1,-10%,/,-0.2%,-1%,26%,-4%,24,i,-25%
CC(=O)Nc1ccc(NC(=O)C(C)OC(=O)COc2ccc(Nc3ccccc3)cc2)cc1 (stereo not given),-3%,1%,0.0%,0%,-5%,3%,27,i,0%
CC(C)(C)OC(=O)[C@H](Cc1ccccc1)NC(=O)c1nc[nH]c1C(=O)N[C@@H](CCCCN)C(=O)OC(C)(C)C,7%,?,-3.5%,-2%,23%,12%,-10,?,8%
CCn1nc(CC(=O)Nc2nnc(CC(=O)N3CCOCC3)s2)c2ccccc2c1=O,-20%,-1%,0.0%,0%,/,-19%,9,i,10%
COc1cc(C(=O)N/C(=C\c2cn(C)c3ccccc23)C(=O)NCCCN2CCOCC2)cc(OC)c1OC,?,12%,2.0%,0%,-20%,0%,27,i,-29%
Cc1nc2c(sc3nc4c(cc32)COC(C)(C)C4)c(=O)o1,-1%,-2%,-0.6%,17%,5%,0%,-8,i,-12%
CCC1CCCCN1C(=O)CCc1nnc(Cc2c[nH]c3ccccc23)o1 (stereo not given),11%,10%,-1.2%,1%,3%,0%,4,i,0%
O=C(c1cncc(Br)c1)N1CCc2ccccc2C1,0%,22%,0.6%,-4%,/,7%,-3,i,11%
CCC(C)(C)NC(=O)C(c1ccc(C)o1)N(C(=O)c1csnn1)c1cccc(F)c1 (stereo not given),0%,3%,-0.7%,-8%,7%,0%,-4,i,3%
O=C(O)c1ccccc1NC(=S)NC(=O)c1sc2ccccc2c1Cl,10%,/,-0.2%,-3%,-9%,-10%,3,i,-18%
Cc1ccc(C(=O)N/C(=C\C=C\c2ccccc2)C(=O)NCc2ccco2)cc1,11%,-18%[11.3 µM],4.9%,0%,0%,-10%,-2,i,0%
Cc1cc(C)n(/N=C\c2c(O)ccc3ccccc23)c(=O)c1C(N)=O,12%,3%,0.5%,-7%,-5%,0%,32,i,-6%

# Gathered by group: the compounds so far with a thiophene ring, fused or not
SMILES,MCF10A rereplic,ATXN2 expr inh,Nrf2 ARE act,A549 viability,Nrf2 inh,TGFb inhibitor,IL-1B inflam inh,ATXN viability,HepG2 viability
Cc1nc2c(sc3nc4c(cc32)COC(C)(C)C4)c(=O)o1,-1%,-2%,-0.6%,17%,5%,0%,-8,i,-12%
O=C(O)c1ccccc1NC(=S)NC(=O)c1sc2ccccc2c1Cl,10%,/,-0.2%,-3%,-9%,-10%,3,i,-18%
